Screens as filed in PubChem BioAssay.
aSyn rescue: qHTS of alpha-syn Inhibitors | Yeast expressing alpha-synuclein, growth rescue, BacTiter-Glo, 24 h | Potency, µM (titrated, usually from 46.1 µM), without a hit: at the highest dose growth rescue (activation), usual class: activators | 370,000 tested, 0.14% active | AID 652106, 2013; note: potency is the fitted concentration of half-maximal effect; % of control where 0% means no effect; nearly all actives have a fitted effect of over 65% in size
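Rescue of yeast growth: cells expressing toxic alpha-synuclein, induced in galactose at OD600 0.02, incubated with compound 24 h at 30 C. ATP luminescence quantified growth; inhibitors of toxicity appear as activators.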
Abeta yeast res: qHTS for compounds that reverse cellular toxicity of Amyloid beta (A-beta) peptide in yeast: Primary Screen; 410,000 tested, 0.063% active; Potency, µM (top dose mostly 46.1 µM), for inactives: at the highest dose growth rescue, actives largely listed as activators; yeast expressing A-beta42, growth rescue, OD600, 48 h; response scale: 0% DMSO, 100% iron-clioquinol control; AID 1347071, 2019; note: potency is the fitted concentration of half-maximal effect; nearly all actives have a fitted effect of over 55% in size
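Yeast A-beta toxicity model in growth medium with pinned compounds, 48 h at 30 C; growth read as absorbance at 600 nm. Normalized to FeCl3/clioquinol equimolar mix (positive) and DMSO (negative).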
PLK1 PBD block: qHTS for Inhibitors of PLK1-PDB (polo-like kinase 1 - polo-box domain): Primary Screen; Serine/threonine-protein kinase PLK1 (Homo sapiens), P53350; AID 720504, 2013; Potency, µM, for inactives: max response, negative = inhibition, most hits filed as inhibitors; Plk1 PBD binding of FITC phosphopeptide, fluorescence polarization; 360,000 tested, 2.8% active; note: potency is the fitted concentration of half-maximal effect; series mostly up to about 57 µM; % is set by controls: 0 for no effect and ±100 for the full control effect; nearly all actives have a fitted effect of over 65% in size
Target sequence (P53350 whole entry, looked up, the tested form may be a part): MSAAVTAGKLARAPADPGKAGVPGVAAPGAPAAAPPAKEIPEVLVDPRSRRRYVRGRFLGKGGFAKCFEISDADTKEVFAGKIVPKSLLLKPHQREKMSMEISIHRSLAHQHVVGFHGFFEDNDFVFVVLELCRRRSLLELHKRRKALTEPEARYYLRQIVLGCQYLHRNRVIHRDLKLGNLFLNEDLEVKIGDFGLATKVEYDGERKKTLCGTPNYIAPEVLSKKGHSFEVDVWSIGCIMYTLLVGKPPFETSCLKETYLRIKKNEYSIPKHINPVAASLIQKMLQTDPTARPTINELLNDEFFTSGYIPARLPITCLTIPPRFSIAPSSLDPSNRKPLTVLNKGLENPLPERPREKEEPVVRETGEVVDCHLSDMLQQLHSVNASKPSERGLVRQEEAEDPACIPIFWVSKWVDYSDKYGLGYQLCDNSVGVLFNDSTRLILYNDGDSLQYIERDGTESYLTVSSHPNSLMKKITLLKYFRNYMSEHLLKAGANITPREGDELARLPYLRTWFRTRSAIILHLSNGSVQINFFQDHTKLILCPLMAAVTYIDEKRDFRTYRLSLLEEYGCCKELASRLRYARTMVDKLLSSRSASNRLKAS
PI5P4Ka inh: qHTS for Inhibitors of phosphatidylinositol 5-phosphate 4-kinase (PI5P4K) | Phosphatidylinositol 5-phosphate 4-kinase type-2 alpha (Homo sapiens), P48426 | PI5P4Kalpha enzyme, ADP-Glo luminescence, 60 min; hits give low values | max response, % | 330,000 tested, 1.2% active; active = max response of -50% or lower; inconclusive = between -30% and -50%; inactive = -30% or higher; note: value at the top dose of about 77 µM; % is set by controls: 0 for no effect and ±100 for the full control effect
Target sequence (P48426 whole entry, looked up): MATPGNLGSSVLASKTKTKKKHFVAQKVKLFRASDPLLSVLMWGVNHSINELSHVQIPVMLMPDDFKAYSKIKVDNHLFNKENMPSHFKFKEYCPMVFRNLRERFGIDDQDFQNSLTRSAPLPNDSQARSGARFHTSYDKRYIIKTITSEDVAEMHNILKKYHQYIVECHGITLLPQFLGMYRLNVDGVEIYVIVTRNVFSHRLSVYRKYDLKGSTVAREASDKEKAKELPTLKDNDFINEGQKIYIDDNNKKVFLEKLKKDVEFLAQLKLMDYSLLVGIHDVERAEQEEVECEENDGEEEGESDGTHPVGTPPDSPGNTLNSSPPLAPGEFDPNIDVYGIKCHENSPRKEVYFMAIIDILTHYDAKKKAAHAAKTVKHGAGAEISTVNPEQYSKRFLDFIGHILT
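qHTS, 1536-well: enzyme/substrate mix, compound by pin tool, 5 microM ATP final; RT 60 min; ADP-Glo reagents 1 (45 min) then 2 (30 min); luminescence.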
IL-2 act: qHTS of IL-2 Activators. IL-2 activation reporter assay, cell-based qHTS; stimulated with anti-CD3/CD4/CD28 beads; in transgenic mouse T cells. 360,000 tested, 0.065% active. activation, % (series mostly up to about 46 µM). AID 652025, 2013; in the data active = activation above about 50%; inconclusive = mostly about 30% to 49%; note: 0% is about no effect
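Unstimulated transgenic mouse T cells, 750 per well, received compound and, after 60 minutes, anti-CD3/anti-CD4 bead plus anti-CD28 stimulation. EGFP and DsRed were quantified after 18 hours.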
EPAC1 antag: qHTS for Antagonist of cAMP-regulated guanine nucleotide exchange factor 3 (EPAC1): primary screen. Rap guanine nucleotide exchange factor 3 (Homo sapiens), O95398. EPAC1 GEF assay, Rap1b-BODIPY-GDP exchange fluorescence. Potency, µM (series often up to 115 µM), for inactives: top-dose activity change, negative = inhibition, actives largely listed as inhibitors. 360,000 tested, 0.14% active;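 note: potency is the fitted concentration of half-maximal effect; plate controls were vehicle for no effect and positive control for full effect; nearly all actives have a fitted effect of over 50% in size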
WRN inhibitor: qHTS for Inhibitors of WRN Helicase. WRN helicase unwinding, fluorescent forked duplex, kinetic. Potency, µM (series often up to 114 µM), for the others: top-dose activity change, negative = inhibition, most hits filed as inhibitors. 360,000 tested, 0.46% active. AID 651768, 2012; note: potency is the fitted concentration of half-maximal effect; % is set by controls: 0 for no effect and ±100 for the full control effect; nearly all actives have a fitted effect of over 55% in size
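Primary qHTS, 1536-well format. 20 nM WRN + compound, 15 min RT; start with 100 nM forked fluorophore/quencher duplex, 2 mM ATP (final); kinetic read ex 525/em 598 nm.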
EPAC1 agonist: qHTS for Agonist of cAMP-regulated guanine nucleotide exchange factor 3 (EPAC1): primary screen; EPAC1 agonist qHTS, biochemical assay; response scale: 100% = response to 6.5 mM cAMP; Rap guanine nucleotide exchange factor 3 (Homo sapiens), O95398; Potency, µM (titrated, usually from 154 µM), for the others: at the highest dose activation, usual class: activators; 360,000 tested, 0.073% active; note: potency is the fitted concentration of half-maximal effect; nearly all actives have a fitted effect of over 60% in size
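Multi-concentration qHTS readout: loss of Rap1B-bound BODIPY-GDP fluorescence driven by 100 nM EPAC1 with excess GDP (50 uM), monitored kinetically at room temperature; agonist response expressed relative to 6.5 mM cAMP.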
FUS yeast rescue: qHTS for Suppressors of FUS Proteinopathy: Primary screen using FUS-linked yeast assay. S. cerevisiae FUS-expressing, growth rescue, OD600, 24 h. Potency, µM (titrated, usually from 76.6 µM), for inactives: top-dose growth rescue (activation), most hits filed as activators. 390,000 tested, 0.24% active. AID 1347120, 2019;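 note: potency is the fitted concentration of half-maximal effect; plate controls were DMSO vehicle for no effect and reference control for full effect; nearly all actives have a fitted effect of over 55% in size; some results filed as inactive show a strong effect at the top dose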
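Toxicity suppression screen in FUS-yeast. Cells induced with 2% galactose, starting OD 0.005, treated 24hr at 30C with compounds at multiple final concentrations; growth by OD600.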
The depositor's hits bear a star; ? = inconclusive; . = no result given; [ ] = another dose, or the depositor's remark. Unless noted, calls come from the whole dose curve; as a rule, active = well fitted curve in the direction sought with a large enough effect; inconclusive = small, poorly fitted or top-dose-only effect, or another doubt; inactive = no such curve, though single readings can be large; an effect the other way counts as inactive or inconclusive.

1: CC(C)(C)C(=O)Nc1ccc(C(=O)NCc2cccnc2)cc1
2: Cc1nc(-c2cccnc2)sc1C(=O)N/N=C/c1ccccc1Cl
3: CCCN(CCC)c1ccc(/C=N/NC(=O)CN2CCOCC2)cc1
4: O=C(Nc1ccc(Oc2cccc(C(F)(F)F)c2)nc1)c1cccs1
5: COc1ccc(NC(=O)c2ccc(C(=O)Nc3ccc(OC)cc3OC)cc2)c(OC)c1
6: Cc1cc(OCc2cc(C(=O)N(C)C3CCOC3)no2)cc(C)c1Cl (configuration not stated)
7: COc1ccc(NCc2nnc(SCC(=O)c3ccc(C)cc3)o2)cc1
8: COc1cc(Nc2ccc(S(N)(=O)=O)cc2)c([N+](=O)[O-])nc1[N+](=O)[O-]
Compound	1	2	3	4	5	6	7	8
aSyn rescue	-1%	0%	8%	-9%	1%	11%	1%	1%
Abeta yeast res	20%	-11%	-16%	12%	-6%	4%	-7%	-25%
PLK1 PBD block	0%	1%	-3%	-10%	-6%	0%	?	-8%
PI5P4Ka inh	-7	-1	-9	11	-1	8	2	7
IL-2 act	-0.7	-1.9	0.1	0.6	-0.1	0.9	1.0	-0.8
EPAC1 antag	14%	12%	-3%	-24%	-26%	-24%	-2%	-25%
WRN inhibitor	9%	10%	9%	-5%	-1%	-10%	-16%	0%
EPAC1 agonist	-16%	1%	-9%	12%	-4%	-3%	0%	-4%
FUS yeast rescue	-10%	4%	19%	10%	-1%	43%	?	-14%

Structures above that have a Cl atom (2):
2: Cc1nc(-c2cccnc2)sc1C(=O)N/N=C/c1ccccc1Cl
6: Cc1cc(OCc2cc(C(=O)N(C)C3CCOC3)no2)cc(C)c1Cl (configuration not stated)
Compound	2	6
aSyn rescue	0%	11%
Abeta yeast res	-11%	4%
PLK1 PBD block	1%	0%
PI5P4Ka inh	-1	8
IL-2 act	-1.9	0.9
EPAC1 antag	12%	-24%
WRN inhibitor	10%	-10%
EPAC1 agonist	1%	-3%
FUS yeast rescue	4%	43%

(next part)
9: CC(C)C[C@@H]1CN(CCCC[C@H]2CNC(=O)C(=O)N2CCC2CCCCC2)C(=O)C(=O)N1CC1CCCCC1
10: COC(=O)C[C@H]1c2cc(C(F)(F)F)ccc2S(=O)(=O)N1c1ccc(N(C)C)cc1
11: CN(C(=O)COC(=O)CNC(=O)c1ccccc1Cl)c1ccccc1
12: Cc1nc2ccc(NS(=O)(=O)c3c(C)c(C)cc(C)c3C)cc2s1
13: Nc1nc2ccc(S(=O)(=O)c3ccc4nc(N)sc4c3)cc2s1
14: COC(=O)CN=Cc1c(O)n(-c2ccc(Cl)cn2)c(=O)c2ccccc12
15: CCCCOc1cccc(C(=O)NC(=S)Nc2cccc(C(F)(F)F)c2)c1
16: COc1ccc(C2=C(Nc3ccc(F)cc3)c3ccccc3C2=O)cc1
Compound	9	10	11	12	13	14	15	16
aSyn rescue	2%	3%	9%	-32%[inhibitor]	-16%	-1%	-15%	-1%
Abeta yeast res	-10%	-5%	-5%	-19%	10%	-15%	-8%	-1%
PLK1 PBD block	-5%	-10%	2%	?	-16%	-2%	-5%	-5%
PI5P4Ka inh	-12	1	9	8	1	1	4	-10
IL-2 act	-0.1	-2.4	0.9	-0.5	-0.2	-3.5	-0.6	-0.4
EPAC1 antag	4%	-9%	-2%	-28%	-7%	-1%	-10%	-13%
WRN inhibitor	-1%	3%	-2%	-11%	-10%	-1%	-22%	-26%
EPAC1 agonist	-5%	-4%	1%	6%	-1%	14%	-3%	2%
FUS yeast rescue	14%	4%	10%	-4%	40%	5%	-9%	-17%

17: COc1cccc(N2CCN(C(=S)NCc3ccco3)CC2)c1
18: N#C/C(=C\c1c(N2CCCCCC2)nc2ccccn2c1=O)C(=O)NCc1ccco1
19: Cc1ccc2nc(-c3ccco3)c(Cc3ccccc3)n2c1
20: COC(=O)CSc1ccsc1C(=O)O
21: Cc1ccc(-n2c(N)c(C(=O)N3CCOCC3)sc2=S)cc1
22: COc1ccc(NC(=S)N2CCC(Cc3ccccc3)CC2)cc1
23: CCC1CCCCN1C(=O)CSc1nnc2nc(C)cc(C)n12 (configuration not stated)
24: Cn1c(=O)[nH]c2nnc(-c3ccc(Cl)c(Cl)c3)nc2c1=O
Compound	17	18	19	20	21	22	23	24
aSyn rescue	2%	4%	-16%	0%	-13%	-14%	4%	-3%
Abeta yeast res	9%	-13%	-22%	-2%	-2%	?	3%	-11%
PLK1 PBD block	-4%	-5%	-14%	-25%	15µM*	-7%	-6%	-13%
PI5P4Ka inh	4	4	-17	1	.	0	-25	-11
IL-2 act	2.0	-3.4	0.2	0.4	-0.9	-2.5	-1.1	-0.8
EPAC1 antag	-11%	-3%	6%	1%	5%	-14%	-4%	15%
WRN inhibitor	-5%	-7%	-15%	-9%	10%	-9%	-28%	-16%
EPAC1 agonist	5%	2%	-2%	1%	2%	-3%	2%	4%
FUS yeast rescue	?	12%	-6%	-12%	15%	36%	.	14%

25: Cc1ccc(C(=O)N/C(=C\c2cn(S(=O)(=O)N(C)C)c3ccccc23)C(=O)NCCCN2CCOCC2)cc1
26: Clc1ccc(-c2csc(-c3ccno3)n2)cc1
27: Cc1c(C(=O)O)cccc1-c1ccc(/C=N/n2cnnc2)o1
28: Cc1cc(C(=O)COC(=O)CC2Sc3ccccc3NC2=O)c(C)n1-c1ccc2c(c1)OCO2 (configuration not stated)
29: CC(CN1CCOCC1)OC(=O)CCc1ccccc1 (configuration not stated)
30: C/C(=N\NC(=O)C1CCCC1)c1ccc(Cl)cc1Cl
31: Cc1ccc(S(=O)(=O)N2CCOCC2)cc1NC(=O)C1=NN(c2ccccc2)C(=O)CC1
32: COc1cc(NC(=O)C2CCCN2S(=O)(=O)c2ccc3c(c2)CCC(=O)N3)cc(OC)c1 (configuration not stated)
Compound	25	26	27	28	29	30	31	32
aSyn rescue	-4%	-1%	4%	3%	1%	9%	-5%	6%
Abeta yeast res	12%	5%	-6%	5%	-3%	-10%	-5%	-11%
PLK1 PBD block	?	3%	?	-10%	-13%	-7%	8%	-15%
PI5P4Ka inh	0	-1	-5	-1	2	0	0	6
IL-2 act	2.3	4.1	-1.6	-3.9	-2.1	0.8	0.9	1.4
EPAC1 antag	20%	-14%	-8%	-2%	6%	0%	-11%	3%
WRN inhibitor	-8%	-6%	-6%[11.6 µM]	-1%	2%	-3%	0%	0%
EPAC1 agonist	8%	-3%	13%	10%	8%	3%	-12%	5%
FUS yeast rescue	1%	-3%	1%	?	-7%	6%	10%	6%

4 compounds from above, arranged by SMILES length, rising:
26: Clc1ccc(-c2csc(-c3ccno3)n2)cc1
30: C/C(=N\NC(=O)C1CCCC1)c1ccc(Cl)cc1Cl
28: Cc1cc(C(=O)COC(=O)CC2Sc3ccccc3NC2=O)c(C)n1-c1ccc2c(c1)OCO2 (configuration not stated)
25: Cc1ccc(C(=O)N/C(=C\c2cn(S(=O)(=O)N(C)C)c3ccccc23)C(=O)NCCCN2CCOCC2)cc1
Compound	26	30	28	25
aSyn rescue	-1%	9%	3%	-4%
Abeta yeast res	5%	-10%	5%	12%
PLK1 PBD block	3%	-7%	-10%	?
PI5P4Ka inh	-1	0	-1	0
IL-2 act	4.1	0.8	-3.9	2.3
EPAC1 antag	-14%	0%	-2%	20%
WRN inhibitor	-6%	-3%	-1%	-8%
EPAC1 agonist	-3%	3%	10%	8%
FUS yeast rescue	-3%	6%	?	1%

Additional structures.
33: CC(C)=C1C2CCC1C1C(=O)N(c3nc(-c4ccc(C(C)C)cc4)c(C)s3)C(=O)C21 (configuration not stated)
34: Cc1ccc(C)c(NC(=S)NNC(=S)Nc2ccc(C(C)C)cc2)c1
35: Cc1cccc(C)c1NC(=O)CN(C)CC(=O)Nc1ccccc1Oc1ccccc1
36: Cc1ccc2nc(SC(C)C(=O)Nc3cccc([N+](=O)[O-])c3)[nH]c2c1 (configuration not stated)
37: Cc1cc(OCC(=O)N(C)c2c(N)n(Cc3ccccc3)c(=O)[nH]c2=O)c(C(C)C)cc1Cl
38: CC(=NNC(=S)SCc1ccccc1)c1ccccn1
39: CC(=O)c1sc(Nc2ccccc2)nc1C
40: CC(=O)N1CCC2(CC1)C(C#N)=C(N)Oc1n[nH]c(C)c12
41: CCOc1ccc(-c2cc(C(=O)Nc3cccc(C(F)(F)F)c3)[nH]n2)c(C)c1
42: CCOC(=O)Nc1ccc2c(c1)N(C(=O)CN(CC)CC)c1ccccc1C=C2
Compound	33	34	35	36	37	38	39	40	41	42
aSyn rescue	-10%	9%	-2%	-13%	2%	-73%[inhibitor]	12%	0%	-11%	-1%
Abeta yeast res	?	-24%	5%	-2%	1%	-70%[inhibitor]	0%	2%	-7%	2%
PLK1 PBD block	-4%	19µM*	-9%	-3%	4%	-9%	1%	-3%	1%	2%
PI5P4Ka inh	0	-21	-2	0	-2	14	-4	.	1	.
IL-2 act	-1.3	0.2	0.7	-6.0	-0.3	-0.5	-0.4	-1.1	-0.1	-1.1
EPAC1 antag	2%	-16%	12%	-9%	-2%	-11%	2%	4%	-21%	1%
WRN inhibitor	-2%	-35%	-6%	-16%	-2%	-25%	3%	-1%	-2%	-4%
EPAC1 agonist	-3%	-5%	-1%	-3%	-1%	10%	-6%	10%	-20%	-3%
FUS yeast rescue	12%	14%	27%	.	4%	.	-11%	25%	-15%	2%
